Source: PubChem
HEK293 tox: qHTS of GLP-1 Receptor Inverse Agonists: Cytotox Screen. HEK293 cAMP-luciferase reporter cells, luminescence, 24 h. Potency, µM (doses to about 38.3 µM), inactives show at the top dose activity change, negative = inhibition, actives largely listed as inhibitors. 0.13% of 410,000 active;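 further: loss of luciferase light is scored as toxicity; potency means the concentration at half of the fitted maximal effect; on the % scale 0 is the no-effect control and ±100 the full control effect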
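1536-well qHTS counterscreen of the MLSMR; 200 cells/uL, 12 h pre-incubation, 23 nL cpd, 24 h at 37 deg C 5% CO2, luciferase detection reagent, 12 min RT, luminescence. Inhibition = undesired.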
KB-3-1 cytotox: qHTS assay for MDR1-selective chemotherapeutics: Primary screen using the parental adenocarcinoma cell KB-3-1; 1.4% of 400,000 active; Potency, µM (highest dose often 46.1 µM), for the others: top-dose activity change, negative = cytotoxic, most hits filed as cytotoxic; KB-3-1 viability, CellTiter-Glo ATP luminescence, 72 h; further: potency means the concentration at half of the fitted maximal effect; on the % scale 0 is the no-effect control and ±100 the full control effect; nearly all actives have a fitted effect of over 60% in size
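Cytotoxicity measured as CellTiter-Glo luminescence after 72 h at 37 C. Compound titrations were pinned onto drug-naive KB-3-1 parental adenocarcinoma cells grown in DMEM with 10% FBS, and normalized data fitted to concentration-response curves.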
IL1B secr inh: qHTS for Inhibitors of Inflammasome Signaling: IL-1-beta AlphaLISA Primary Screen | THP-1 LPS/ATP IL-1B secretion, AlphaLISA, 16 h; active compounds read low | activity change, % at 57.5 µM | 4.7% of 360,000 active; in the data active means activity change below about -50%; inconclusive means mostly about -30% to -49%; further: on the % scale 0 is the no-effect control and ±100 the full control effect
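Secreted IL-1B measured by AlphaLISA bead assay after 16 h compound exposure of THP-1 cells; compounds (final up to 57.5 uM) added 1 h before LPS (250 ng/mL) and ATP (1.25 mM) stimulation; lower signal means less secretion.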
HT1080NT lethal: qHTS for induction of synthetic lethality in tumor cells producing 2HG: qHTS for the HT-1080-NT fibrosarcoma cell line; 1.6% of 360,000 active; HT-1080-NT fibrosarcoma viability, CellTiter-Glo ATP luminescence, 48 h; Potency, µM (top dose mostly 46.1 µM), for inactives: at the top dose activity, negative = less viability, hits mostly cytotoxic; AID 686970, 2013;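 further: NT is the 2HG producing partner of a matched IDH1 knockdown line; potency means the concentration at half of the fitted maximal effect; 0% = DMSO-treated cells and -100% = media-only wells without cells; nearly all actives have a fitted effect of over 55% in size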
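Compounds were tested in concentration-response format on HT-1080-NT cells for 48 hours at 37 degrees C. Cell viability came from CellTiter-Glo luminescence; curves were classified by r2, response magnitude and activity.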
KB-V1 MDR tox: qHTS assay for MDR1-selective chemotherapeutics: Primary screen using the drug-selected MDR subline cells KB-V1; KB-V1 MDR cells viability, CellTiter-Glo, 72 h; Potency, µM (highest dose often 46.1 µM), for the others: at the top dose activity change, negative = cytotoxicity, usual class: cytotoxic; 3.4% of 400,000 active; AID 1347076, 2019; further: potency means the concentration at half of the fitted maximal effect; on the % scale 0 is the no-effect control and ±100 the full control effect; nearly all actives have a fitted effect of over 60% in size
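KB-V1 cells (P-gp-expressing MDR subline of KB-3-1) in phenol-red-free DMEM with 10% FBS were exposed to library compounds over a concentration series for 72 h at 37 degrees C. Viability read by CellTiter-Glo luminescence; concentration-effect curves fitted after normalization.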
DRD3 agonist: qHTS of D3 Dopamine Receptor Agonist: qHTS; max activation, %; 0.58% of 410,000 active; D3R DiscoveRx beta-arrestin cells, luminescence, 90 min; AID 652048, 2013; in the data active means max activation above about 30%; further: 0% is about no effect; mostly tested at two doses, the higher about 12 µM
Target sequence (P35462 whole entry, looked up): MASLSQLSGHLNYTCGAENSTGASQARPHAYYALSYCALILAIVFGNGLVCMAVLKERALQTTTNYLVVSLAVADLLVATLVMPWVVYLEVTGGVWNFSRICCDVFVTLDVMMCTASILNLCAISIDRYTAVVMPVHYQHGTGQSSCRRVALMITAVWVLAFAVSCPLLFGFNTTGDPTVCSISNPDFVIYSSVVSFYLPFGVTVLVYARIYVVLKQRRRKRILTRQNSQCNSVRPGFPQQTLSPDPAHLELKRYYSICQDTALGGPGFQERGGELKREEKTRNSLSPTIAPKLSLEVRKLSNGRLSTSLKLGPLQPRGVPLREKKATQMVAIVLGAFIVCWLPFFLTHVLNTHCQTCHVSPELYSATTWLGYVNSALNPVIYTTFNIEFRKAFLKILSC
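Agonist-mode cell screen: cells plated at 1500/well and incubated overnight at 37 °C, then exposed to library compounds for 90 min at 37 °C. Detection reagent was added for 30–60 min at room temperature, and luminescence was read.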
HT1080 IDH1KD tx: qHTS for induction of synthetic lethality in tumor cells producing 2HG: qHTS for the HT-1080-IDH1KD cell line; HT-1080 IDH1 knockdown viability, ATP luminescence, 48 h; Potency, µM (doses to about 46.1 µM), without a hit: top-dose activity, negative = toxicity, usual class: cytotoxic; 2% of 360,000 active; AID 686971, 2013;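 further: potency means the concentration at half of the fitted maximal effect; 0% = DMSO wells and -100% = cell-free medium wells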
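Assay cells: HT-1080 with IDH1 knockdown, 750 per well, RPMI/5% FBS. Exposure: 48 h at 37 °C following 2 h pre-incubation. Read: CellTiter-Glo luminescence; fitted concentration-response, curve class assigned.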
MCF10A rerep: A quantitative high throughput screen for small molecules that induce DNA re-replication in MCF 10a normal breast cells; Potency, µM (titrated, usually from 46.1 µM), for inactives: at the top dose activity, positive = re-replication, most hits filed as activators; MCF 10A DNA re-replication, Hoechst nuclear intensity, 48 h; 2.9% of 350,000 active; AID 624296, 2012; further: potency means the concentration at half of the fitted maximal effect; % of control where 0% means no effect; nearly all actives have a fitted effect of over 50% in size
SW480 rerep: A quantitative high throughput screen for small molecules that induce DNA re-replication in SW480 colon adenocarcinoma cells. SW480 DNA re-replication, Hoechst DNA content imaging, 48 h. Potency, µM (top dose mostly 46.1 µM), inactives show at the top dose re-replication activation, usual class: activators. 1.8% of 340,000 active; further: potency means the concentration at half of the fitted maximal effect; % of control where 0% means no effect; nearly all actives have a fitted effect of over 55% in size
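250 cells/well; 23 nL cpd via pin tool; 48 hr, 37 C, 5% CO2; Hoechst 40 min; imager read of total nuclear intensity, ex 405/em 500-530 nm.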
* = called active by the depositor; ? = inconclusive; . = not tested or not shown; & = joins results of further samples; [ ] = remark or other dose. Unless noted, the call rests on the fitted dose curve; in most records, active means well fitted curve in the direction sought with a large enough effect; inconclusive means small, poorly fitted or top-dose-only effect, or another doubt; inactive means no such curve, though single readings can be large; an effect the other way counts as inactive or inconclusive.

molecule	HT1080NT lethal	HT1080 IDH1KD tx	SW480 rerep	KB-3-1 cytotox	KB-V1 MDR tox	DRD3 agonist	HEK293 tox	MCF10A rerep	IL1B secr inh
CCOc1cc(Cl)c(NC(=O)CC)cc1OCC	2%	4%	18µM*	-3%	-2%	3	-1%	-1%	-5
COC(=O)N1CCCc2cc(S(=O)(=O)N3CCN(c4ccccc4)CC3)ccc21	.	.	.	1%	?	1	5%	.	.
O=C(NCCc1ccccc1)C1CCC(CNc2c(N3CCCCC3)c(=O)c2=O)CC1 (stereo not drawn)	7%	3%	-23%	-2%	?	2	-34%	5%	-11
O=C(OCN1C(=O)c2ccccc2C1=O)c1cc(S(=O)(=O)N2CCOCC2)ccc1F	7%	-17%	-3%	3%	4%	17	-1%	4%	-57*
CNC(=O)CN1C(=O)COc2ccc(S(=O)(=O)N3CCCCCC3)cc21	11%	17%	-4%	13%&8%	9%&-16%	2&-7	0%&-3%	13%	17
Cc1cc(Nc2cccc(F)c2)n2nc(-c3ccco3)nc2n1	.	.	.	6%	7%	10	3%	.	.
COC(=O)C1=C(C)N(c2ccc(C)cc2)/C(=C/c2cccs2)C1=O	-1%	8%	-5%	16%	5%	0	-7%	8%	-2
COc1cccc(-c2nc(-c3ccccc3)c3ccc(Cl)cc3n2)c1	12%	9%	.	-15%	3%	4	1%	.	15
Cc1cc2oc(=O)cc(CN3CCCCC3C)c2cc1C(C)C (stereo not drawn)	-15%	-23%	16%	1%	-8%	16	-4%	?	35
Cc1ccc(Nc2ccc(C(=O)O)cc2N)cc1	-12%	-1%	1%	-6%	22%	-7	52%[activator]	6%	-23
Cc1ccc2[nH]c(C(=O)O)c(NC(=O)CN3CCN(c4cccc(C)c4C)CC3)c2c1	?	?	2%	-15%	-17%	4	-18%	-21%	45
CCn1cnc2c1c(=O)n(CC(=O)Nc1cc(C)on1)c(=O)n2Cc1ccccc1	-1%	2%	5%	-4%	-7%	-3	-7%	-1%	19
COc1ccc(-c2noc(CCCC(=O)Nc3ccc(C(N)=O)cc3)n2)cc1	-13%	-14%	2%	1%	0%	3	-25%	-6%	40
O=C1CCCN2N=C(SCC(=O)N3CCCCC3)SC2=N1	0%	5%	-3%	0%	6%	2	1%	0%	14
CC(C)(C)c1ccc(C(=O)NCC2CCCN2S(=O)(=O)c2ccccc2)cc1 (stereo not drawn)	?	-14%	?	?	?	-3	-21%	?	-57*
Cc1ccccc1NC(=O)CC(=O)c1ccccc1	6%	6%	-16%	5%	8%	3	1%	5%	-13
O=C1C=C(c2ccc3ncccc3c2)C[C@@H](c2ccc(F)cc2)C1	-20%	-6%	-14%	-2%	0%	-21	-16%	20%	-4
Cc1csc2c(N3CCN(S(=O)(=O)c4ccc(Cl)cc4)CC3)ncnc12	0%	1%	-11%	?	0%	-2	-9%	0%	4
O=C(/C=C/c1ccco1)NC(=S)Nc1ccccc1N1CCOCC1	4%	4%	?	7%	0%	0	-2%	?	5
CN(CC(=O)NCCc1ccc(S(N)(=O)=O)cc1)Cc1c(F)cccc1Cl	12%	14%	0%	6%	-18%	3	-4%	-5%	18
COC(=O)c1cc(NC(=O)c2sc3ccccc3c2Cl)cc(C(=O)OC)c1	.	.	.	1%	7%	7	1%	.	.
CCCS(=O)(=O)N1CCN(CCN2C(=O)c3cccc4cccc(c34)C2=O)CC1	22%	12%	-1%	17%	?	-4	13%	-1%	?
CCN(c1ccccc1)S(=O)(=O)c1ccc(Cl)c(NC(=O)CSc2nc(N)cc(=O)[nH]2)c1	-2%	-9%	.	-2%	24%	-5	4%	.	18
CN1/C(=C\C(=O)CSc2cccc[n+]2[O-])C(C)(C)c2ccccc21	0%	-10%	-4%	-3%	-19%	-5	-29%	16%	56
CCn1c(=NC(=O)CS(=O)(=O)c2ccc(C)cc2)sc2cccc(OC)c21	3%	2%	3%	-15%	-23%	2	-7%	?	-8
CCOC(=O)C1CCN(C(=O)COC(=O)CNS(=O)(=O)c2ccc(SC)c([N+](=O)[O-])c2)CC1	4%	4%	-6%	1%	0%	5	-1%	5%	18
N#C/C(=C\c1ccc(N2CCOCC2)o1)c1ccccc1	?	4.5µM*	?	19%	?	-18	7%	18%	-84*
Cc1cc(C)n2nc(SCC(=O)N3CCCCC3C)nc2n1 (stereo not drawn)	7%	3%	-7%	-2%	-6%	-2	-7%	-6%	24
O=C(COC(=O)/C=C/c1ccc(F)cc1)NC1CCCCCC1	1%	15%	-7%	-1%	11%	14	-3%	-6%	-15
CN1CCN(Cc2nc(Cc3ccccc3)no2)CC1c1ccccc1 (stereo not drawn)	-14%	-6%	1%	-7%	?	-6	-9%	2%	13

The last 3 entries of the section before come first, to join the parts.
molecule	HT1080NT lethal	HT1080 IDH1KD tx	SW480 rerep	KB-3-1 cytotox	KB-V1 MDR tox	DRD3 agonist	HEK293 tox	MCF10A rerep	IL1B secr inh
Cc1cc(C)n2nc(SCC(=O)N3CCCCC3C)nc2n1 (stereo not drawn)	7%	3%	-7%	-2%	-6%	-2	-7%	-6%	24
O=C(COC(=O)/C=C/c1ccc(F)cc1)NC1CCCCCC1	1%	15%	-7%	-1%	11%	14	-3%	-6%	-15
CN1CCN(Cc2nc(Cc3ccccc3)no2)CC1c1ccccc1 (stereo not drawn)	-14%	-6%	1%	-7%	?	-6	-9%	2%	13
Cc1cc(NS(=O)(=O)c2ccc(NC(=O)c3cc4ccccc4o3)cc2)nc(C)n1	1%	0%	-1%	1%	?	-15	-7%	0%	27
CCn1cc(C(=O)NCCc2ccc(Cl)cc2)c(=O)c2cc(S(=O)(=O)N3CCc4ccccc4C3)ccc21	.	.	.	28%	-8%	-4	4%	.	.
CC(C)(C)NC(=O)c1cc(NC(=O)c2cccs2)cc(NC(=O)c2cccs2)c1	-18%	-15%	2%	-19%	?	-11	-11%	26%	-9
Cc1cccc(C)c1NC(=S)N1CCCN(Cc2ccc(F)cc2)C1	-27%	-14%	-5%	6%	9%	-8	-9%	-1%	-51*
O=C(CSc1ccc2nc(-c3ccccc3)cn2n1)Nc1cccc(F)c1	.	.	.	13%	10%	7	-3%	.	.
COc1ccc(S(=O)(=O)NC(=O)C2(C)CCN2C(=O)CCC2CCCC2)cc1OC (stereo not drawn)	7%	?	.	0%	5%	3	-4%	.	35
Cc1cc(Oc2ccc(-c3ccccc3)cc2)n2ncnc2n1	-30%	?	11%	-8%	-8%	-4	?	-3%	?
COc1ccc2sc(-c3ccccc3OC)c(-c3ccc(SC)cc3)c2c1	9%	-6%	.	-7%	-24%	1	2%	.	0
O=C(NCCO)c1c(O)c2cccc3c2n(c1=O)CC3	-2%	5%	-2%[9.22 µM]	?	-1%	-4	-2%	-3%	0
COc1ccc([N+](=O)[O-])cc1N(CC(=O)NC1CCCC1)S(C)(=O)=O	7%	0%	-1%	6%	0%	-6	0%	2%	2
CCNc1nc(NC(C)C)nc(OCCNS(=O)(=O)c2cc(C)ccc2C)n1	-1%	0%	-4%	-2%	-29%	-8	-11%	-20%	-4
COc1ccc(C(=O)c2cc([N+](=O)[O-])ccc2N2CCCC2)cc1	3.3µM*	3.3µM*	18µM*	?	?	-3	?	1.5µM*	12
O=C1CN(CC(=O)NC(=O)NCc2ccccc2)CCN1	13%	10%	2%	11%	9%	-2	23%	0%	14
COc1ccccc1N(CC(O)Cn1ccnc1C)S(=O)(=O)c1ccc(C)cc1 (stereo not drawn)	-1%	-2%	?	?	2%	7	-1%	?	-2
CCN(Cc1ccncc1)C(=O)c1cc(COc2ccc(F)cc2Cl)on1	0%	3%	10%	.	.	3	-27%	-7%	-4
CCOc1ncccc1C(=O)Nc1nc(SC)ns1	2%	-1%	?	-13%	-12%	5	4%	6%	39
Cc1cccc(-c2nc3c(c(=O)c4ccccc4n3C)c(=O)n2-c2ccccc2)c1	0%	20%	-5%	?	-14%	-1	-3%	-5%	72
O=C(CN1CCN(Cc2ccccc2)CC1)NC(=O)NC1CCCCC1	-1%	-7%	-4%	14%	-1%	-1	-3%	0%	10
COC(=O)N/N=C/c1ccc([N+](=O)[O-])o1	-5%	-14%	25%	?	?	0	3%	318%[0.0737 µM]	2
Cc1cc2nc(-c3ccco3)cc(C(F)(F)F)n2n1	1%	13%	-6%	6%	11%	7	2%	-4%	0
Cc1ccc(CCNC(=O)CCCn2c(=O)c3ccccc3n(CC(=O)Nc3cc(Cl)ccc3C)c2=O)cc1	.	.	.	0%	-15%	1	4%	.	.
CCn1c(CCCc2ccc(OC)c(C)c2)n[nH]c1=S	-15%	-1%	-3%	?	16%	-1	?	-4%	3
CCn1cc2nc(SCc3ccccc3Cl)n(Cc3ccc(OC)cc3)c(=O)c2n1	.	.	.	4%	-14%	-1	-6%	.	.
OC(c1ccc(F)c(F)c1)c1nc(-c2cccc(F)c2)cs1 (stereo not drawn)	?	?	.	0%	3%	8	-8%	.	28
CC(C)CC1Nc2ncnc(N3CCOCC3)c2N(Cc2ccc(Cl)cc2)C1=O (stereo not drawn)	0%&-11%	-18%&0%	10%	-16%&0%	-29%&-11%	2&3	1%&1%	23%	-1&20
